GCN5L2 inh – inhibitors of human GCN5L2 histone acetyltransferase | 390,000 tested, 0.21% active | Q92830 | Potency, µM (titrated, usually from 58.9 µM), for inactives: at the highest dose activity change, negative = inhibition, actives largely listed as inhibitors | GCN5L2 HAT assay, ThioGlo1 CoA-SH fluorescence
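Compounds, pin-transferred from DMSO stocks, meet 20nM GCN5L2 for 15 min before the reaction begins with H3(1-25) peptide (75uM) and acetyl-CoA (70uM). Thiol-reactive ThioGlo1 reports CoA release over 20 min at room temperature.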
TDP1 inh – inhibitors of human tyrosyl-DNA phosphodiesterase TDP1; Q9NUW8; recombinant TDP1, AlphaScreen DNA substrate cleavage; Potency, µM (top dose mostly 130 µM), for inactives: top-dose activity change, negative = inhibition, actives largely listed as inhibitors; 350,000 tested, 0.28% active; further: nearly all actives have a fitted effect of over 40% in size
Target sequence (Q9NUW8 whole entry, looked up): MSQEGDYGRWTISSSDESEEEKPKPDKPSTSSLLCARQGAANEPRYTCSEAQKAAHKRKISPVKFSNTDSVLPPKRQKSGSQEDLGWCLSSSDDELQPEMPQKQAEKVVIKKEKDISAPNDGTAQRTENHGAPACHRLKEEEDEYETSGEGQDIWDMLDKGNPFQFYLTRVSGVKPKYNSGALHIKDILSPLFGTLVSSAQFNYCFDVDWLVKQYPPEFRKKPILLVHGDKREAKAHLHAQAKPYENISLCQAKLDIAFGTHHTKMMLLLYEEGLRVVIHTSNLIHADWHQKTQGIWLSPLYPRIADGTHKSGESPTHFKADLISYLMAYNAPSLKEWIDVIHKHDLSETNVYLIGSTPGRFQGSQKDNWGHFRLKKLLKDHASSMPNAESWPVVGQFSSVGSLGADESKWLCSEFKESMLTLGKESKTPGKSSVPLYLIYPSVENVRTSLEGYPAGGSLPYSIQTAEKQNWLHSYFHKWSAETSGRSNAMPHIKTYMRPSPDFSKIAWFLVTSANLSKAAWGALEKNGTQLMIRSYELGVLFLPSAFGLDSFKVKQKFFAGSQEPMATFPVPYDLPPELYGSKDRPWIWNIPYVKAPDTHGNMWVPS
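Steps: enzyme plus compound, 15 min RT; add biotin/phosphotyrosine-FITC oligonucleotide (15 nM final), react 5 min; add donor/acceptor beads (10 ug/ml final), 10 min; read AlphaScreen. Tdp1 at 1 nM final.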
TDP1 cell noCPT – qHTS for Inhibitors of human tyrosyl-DNA phosphodiesterase 1 (TDP1): qHTS in cells in absence of CPT | DT40 Tdp1-/- hTDP1 cells, no CPT, ATP luminescence, 48 h | Potency, µM (series often up to 46.2 µM), inactives show top-dose activity change, negative = growth inhibition, usual class: inhibitors | 420,000 tested, 15% active | AID 686978, 2013; further: nearly all actives have a fitted effect of over 55% in size
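DT40 Tdp1-/-;hTDP1 cells, no CPT (DMSO vehicle only), 400 cells/well; compounds pin-transferred; ≥48 hr, 37 °C; CellTiter-Glo 30 min RT dark, luminescence read.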
Numbers without * were called inactive; u = inconclusive; x = no result given; & = joins results of further samples; [ ] = remark or other dose. The call rests on the fitted dose curve; in most records, active means well fitted curve in the direction sought with a large enough effect; inconclusive means small, poorly fitted or top-dose-only effect, or another doubt; inactive means no such curve, though single readings can be large; an effect the other way counts as inactive or inconclusive. On the % scale 0 is the no-effect control and ±100 the full control effect; potency means the concentration at half of the fitted maximal effect.

Value order – GCN5L2 inh | TDP1 inh | TDP1 cell noCPT
O=C1CN(CC(=O)N2CCOCC2)c2ccccc2O1
  5% | -2% | x
O=C(CCSCc1ccccc1Cl)NCc1cccs1
  -9% | -2% | u
O=C(Oc1ccc(N(Cc2cccs2)C2=NS(=O)(=O)c3ccccc32)cc1)c1ccc(Cl)cc1
  -6% | -5% | 18µM*
O=C(NCc1ccc(F)cc1)C1CCN(S(=O)(=O)N2CCCCC2)CC1
  -2% | -2% | -12%
C#CCOCCOCCOCCNc1nc(N2CCN(C(=O)[C@H](CCCCN)n3cc(CC(C)O)nn3)CC2)nc(N2CCN(C(=O)[C@H](CCCCN)n3cc(CC(C)O)nn3)CC2)n1 (some centres undefined)
  -3% | -7% | 6%
CC1CCCCN1c1nnc(NC(=O)Cn2c(=O)oc3ccccc32)s1 (centres undefined)
  -4% | -2% | -27%
C[C@@H]1CC=C[C@H]2[C@H]1C(=O)N(Cc1ccccc1)[C@H]2c1cccc([N+](=O)[O-])c1
  11% | 2% | 23µM*
O=C(c1cccc(F)c1)N1CCN(C(=O)c2nn3cccnc3c2Cl)CC1
  0% | 3% | 1%
O=C(CCN1CCN(Cc2ccccc2)CC1)Nc1cccc(Cl)c1
  -5% | 0% | u
CCC(=O)N1CCc2cc(S(=O)(=O)NCCC(=O)Nc3ccc(OC)c(Cl)c3)ccc21
  -2% | 5% | -78%

New compounds follow:
Value order – GCN5L2 inh | TDP1 inh | TDP1 cell noCPT
Clc1ccc2c(c1)C1OCCC1C(c1ccco1)N2 (centres undefined)
  -4% | 7% | u
CCc1nn(C(C)C(=O)N2CC(C)CC(C)C2)c(=O)c2cc3occc3n12 (centres undefined)
  -1% | 3% | -15%
CCOC(=O)c1cnc2c(C)c(Cl)ccc2c1Nc1ccc(N2CCOCC2)cc1
  -15% | x | u
CCc1sc(C(=O)N2CCc3ccccc32)cc1C
  1% | -5% | u
CS(=O)(=O)Nc1cccc(S(=O)(=O)N2CCN(C(=O)c3ccccc3)CC2)c1
  23% | -1% | -4%
Cn1nnnc1SCCCNCc1cc(Cl)ccc1OCc1ccccc1
  -3% | 4% | u
COc1cc(NC(=O)CCNC(=O)Cn2ccc3ccccc3c2=O)cc(OC)c1OC
  -5%&1% | 8%&0% | -11%&7%
Cc1ccc(Oc2nc3c(c(=O)n(Cc4ccccc4Cl)c(=O)n3C)n2C)cc1C
  -6% | x | u
Cc1ccccc1OCc1nnc(SCC(=O)Nc2ccc3nc(SCC(=O)NC(C)(C)C)sc3c2)n1C
  -3% | -1% | u
Cc1cn2c(=O)c3ccccc3nc2n2c(=O)c3ccccc3nc12
  x | 6% | 2%[9.04 µM]

Remaining list, next part
Value order – GCN5L2 inh | TDP1 inh | TDP1 cell noCPT
Cc1nc(C(=O)N2CCCC(N3CCN(c4ccccc4C)CC3)C2)cs1 (centres undefined)
  -1% | 1% | u
Cc1cc(C(=O)N2CCN(S(C)(=O)=O)CC2)sc1-c1ccccc1
  -3% | 7% | -23%
COc1cc(C(=O)NCCNC(=O)c2cnccn2)cc(OC)c1OC
  -7% | x | 7%
Clc1ccccc1-c1nnc2sc(CCc3ccccc3)nn12
  -11% | 8% | u
c1ccc(CCC2CCCCN2Cc2nc(-c3ccc4c(c3)OCO4)no2)nc1 (centres undefined)
  -1% | x | 21µM*
COc1cc(C)c(Cl)c(C)c1S(=O)(=O)NC1CC(C)(C)NC(C)(C)C1
  -5% | -3% | u
CC(OC(=O)c1ncc(Cl)c(Cl)c1Cl)C(=O)NC1CCCCC1C (centres undefined)
  -14% | 17% | 0%
CCCn1c(=O)c2c(nc(Br)n2CCC)n(C)c1=O
  8% | -1% | -18%
O=C(OC(C(=O)Nc1ccc(Cl)cc1C(F)(F)F)c1ccccc1)C1=COCCO1 (centres undefined)
  22% | -3% | -2%
Cc1c(CNCc2cccs2)c(C(=O)O)c(C)n1Cc1ccccc1
  -8% | 0% | -25%

Next section.
Value order – GCN5L2 inh | TDP1 inh | TDP1 cell noCPT
O=C(/C=C/c1c(F)cccc1Cl)Nc1ccncc1
  1% | 6% | u
CCN1CCC2(CC1)N=C(c1ccc(F)cc1)C(=S)N2
  -11% | 0% | -2%
CC1CCCCC1NC(=S)NC(=O)c1ccccc1Cl (centres undefined)
  -7% | -5% | u
Cc1nn(C)c(C)c1CCC(=O)N1CCCC(Nc2ccc(C(C)C)cc2)C1 (centres undefined)
  -3% | 1% | -14%
CCOc1cccc(CC(=O)N2CCc3c([nH]c4ccccc34)C2c2ccc(OC)cc2)c1OCC (centres undefined)
  -12% | 8% | u
Oc1ccc(-c2nc3ccccc3s2)cc1
  -4% | 0% | -16%
CCC(=O)N1CCC(c2ccc(OC)cc2)=N1
  0% | 0% | 1%
O=C(CC(c1ccccc1)c1ccccc1O)NCc1ccccc1Cl (centres undefined)
  0% | 2% | 16µM*
N#Cc1c(-c2ccncc2)cc(-c2ccc(F)cc2)nc1N
  -7% | x | -16%
CCn1c(NCc2cccc(OC)c2OC)nc2ccccc21
  3% | 4%[56.1 µM] | u

Rewritten in markdown: entries from further up.
| Structure | GCN5L2 inh | TDP1 inh | TDP1 cell noCPT |
| --- | --- | --- | --- |
| O=C(NCc1ccc(F)cc1)C1CCN(S(=O)(=O)N2CCCCC2)CC1 | -2% | -2% | -12% |
| CC1CCCCN1c1nnc(NC(=O)Cn2c(=O)oc3ccccc32)s1 (centres undefined) | -4% | -2% | -27% |
| Cc1nn(C)c(C)c1CCC(=O)N1CCCC(Nc2ccc(C(C)C)cc2)C1 (centres undefined) | -3% | 1% | -14% |

Later entries:
Value order – GCN5L2 inh | TDP1 inh | TDP1 cell noCPT
CC(=O)C1=C(C)Nc2ncnn2C1c1ccc(Br)cc1 (centres undefined)
  -3% | x | -3%
CC1(C(=O)NC(=S)N(CCC#N)c2ccccc2)CC1(Cl)Cl (centres undefined)
  -4% | -1% | u
COc1ccc(CN2CCSCC2)c(C)c1C
  5% | x | -13%
CCOc1ccc(NC(=O)CSc2nc3c(oc4ccccc43)c(=O)n2-c2cc(C)cc(C)c2)cc1
  -2% | -2% | 2%
Fc1cccc(CSc2nc3ncc(Cl)cc3[nH]2)c1
  -1% | x | -26%
COc1ccccc1-n1cnc2cc(NS(=O)(=O)c3ccccc3)ccc21
  -27% | 7% | u
CCOc1cc(CNC(=O)c2ccc3c(c2)N(C)C(=O)C2CCCCN32)ccc1OC (centres undefined)
  -6% | 9% | u
Cc1ccc(Oc2ccc(S(=O)(=O)N3CCOCC3)cc2C(N)=O)c(-n2nc3ccccc3n2)c1
  -12% | 6% | 4.1µM*
COc1ccc(SC[C@H](C)CN2CC[C@H](C)CCC2=O)cc1
  2% | 0% | u
CSc1nc(SCC(N)=O)c2c3c(sc2n1)CN(C)CC3
  0% | -2% | u

Continued:
Value order – GCN5L2 inh | TDP1 inh | TDP1 cell noCPT
CCOC(=O)CC(=O)Nc1cc(Cl)ccc1O
  0% | 2% | -21%
O=C(Cn1cnc2c(nnn2Cc2ccc(Cl)cc2)c1=O)OCc1ccccc1
  -3% | 8% | u
CC1CCN(C(=O)CN(Cc2ccccc2)S(C)(=O)=O)CC1
  u | x | 0%
COc1ccc(C)cc1NC(=O)c1nn(C)c(C(=O)Nc2cc(C)ccc2OC)c1[N+](=O)[O-]
  -9% | -7% | u
CC(C)=CCSc1nnc([C@@H](NC(=O)OC(C)(C)C)C(C)C)o1
  -4% | 2% | -27%
CC(C)(C)c1ccc(C(=O)Nc2ccc(C(=O)OCc3cc(=O)n4ccsc4n3)cc2)cc1
  -5% | -6% | 21µM*
N[C@@H](CSCCCO)C(=O)O
  -6% | 4% | -6%
COc1cccc(OC)c1C(=O)OCC(=O)NC1CCCCCC1
  -10% | 2% | u
Nc1nc(-c2ccc(Cl)cc2)nn1C(=O)c1cccnc1
  -2% | 7% | -23%
O=C(CSCCO)Nc1cccc([N+](=O)[O-])c1
  -1% | -2% | u

(more compounds)
Value order – GCN5L2 inh | TDP1 inh | TDP1 cell noCPT
O=C(COc1ccccc1)NCC(c1ccco1)N1CCN(c2ccccc2F)CC1 (centres undefined)
  -1% | x | u
Cc1ccc(S(=O)(=O)NN=Cc2ccc(N3CCOCC3)cc2)cc1[N+](=O)[O-]
  -3% | 3% | 1%
Cc1ccc(C(=O)N2CCN(C34CC5CC(CC(C5)C3)C4)CC2)o1
  -8% | 0% | 7%
CCc1nnc(NS(=O)(=O)c2ccc(NCc3cc(Cl)ccc3O)cc2)s1
  -4% | x | -2%
CC1CCCCN1S(=O)(=O)c1cccc(S(=O)(=O)N2CCOCC2)c1 (centres undefined)
  0% | 2% | 6%
Cn1c(=O)c(-c2ccccc2)c(O)c2ccccc21
  1% | 13%&5% | -8%[9.04 µM]
COc1cccc(CCNC(=O)c2ccc(C#N)cc2)c1
  -21% | x | -4%
Cc1ccc(Cl)cc1NC(=O)CC1NC2CCCCC2NC1=O (centres undefined)
  0% | -2% | -21%
O=C(Nc1ccc(OCc2ccccc2)cc1)c1cccs1
  -9% | x | u
COc1ccc(-c2cn3c(n2)sc2cc(C(=O)NC4CCCc5ccccc54)ccc23)cc1 (centres undefined)
  -3% | 4% | 5.8µM*

Going on with the list.
Value order – GCN5L2 inh | TDP1 inh | TDP1 cell noCPT
CC1(C)CC(=O)C(C=NCCN2CCN(C3CC(=O)N(c4cccc(Br)c4)C3=O)CC2)=C(O)C1 (centres undefined)
  2% | 6% | 13%
O=C(CSc1nnnn1-c1ccc2c(c1)OCCO2)OC1CCCCC1
  -26% | -3% | u
CCC(C(=O)NCc1ccc(C)o1)n1nc(C)c2c(C)n(-c3ccccc3)nc2c1=O (centres undefined)
  -8% | 2% | -10%
COc1ccc(CNC(=O)c2c([S-])n(-c3ccc(C)cc3)c3cccc[n+]23)cc1
  -6% | 5% | -30%
O=c1cc(-c2ccccc2)c2cc(Cl)ccc2[nH]1
  23% | x | 3%
O=C1C(Cl)=C(N2CCCCC2)C(=O)C(Cl)=C1c1cnc(N2CCCCC2)s1
  -21% | -6%[56.1 µM] | 0.92µM*
Cc1onc(-c2c(F)cccc2Cl)c1C(=O)NC(C)c1ccccc1 (centres undefined)
  -28% | x | u
CCc1ccc(CNC(=O)C2CCN(C(=O)N3CC(CC)Oc4ccc(C)cc43)CC2)cc1 (centres undefined)
  -12% | 4% | 21µM*
COc1ccc(C(=O)Nc2ccc3nc4n(c(=O)c3c2)CCCCC4)cc1OC
  0% | 0% | -20%&-24%
Cc1cccc(C(=O)NNC(=O)c2ccc(-c3ccccc3)cc2)c1
  -15% | -5% | u

Next section.
Value order – GCN5L2 inh | TDP1 inh | TDP1 cell noCPT
Cc1ccc(NC(=O)CSc2ncc3c(n2)-c2ccccc2N(Cc2cccc(F)c2)S3(=O)=O)cc1F
  27% | 0% | -25%
CC(=O)COc1ccc2c(-c3cccc([N+](=O)[O-])c3)cc(=O)oc2c1
  3% | 8% | 23µM*
CCn1nnnc1SCC(=O)NCc1ccc2c(c1)OCO2
  -2% | 5% | u
Cc1cccc(C(=O)OCC(=O)N2CCCCCC2)c1C
  -6% | -1% | 21µM*
Cc1cc(-n2c(C)nc3ccccc3c2=O)ccc1NC(=O)c1ccc([N+](=O)[O-])cc1
  -3% | -3% | u
COc1ccc(N(CC(=O)N2CCN(Cc3ccccc3)CC2)S(C)(=O)=O)cc1
  -13% | 3% | -1%
COc1ccc2cc(C(=O)OC(C)C)sc(=O)c2c1OC
  -1% | 5% | -26%
CCC1(CC)Nc2ccccc2C(=O)N1c1ccc(OC)cc1
  -5% | 4% | -18%
NS(=O)(=O)c1ccc2nc(NC(=O)Nc3ccc(F)cc3)sc2c1
  -2% | 7% | u
CCn1c(O)c(C2=NCCCC2)c2ccccc21
  -17% | 9% | -12%

Next results.
Value order – GCN5L2 inh | TDP1 inh | TDP1 cell noCPT
Cc1ccc(C(C(=O)NC2CCCC2)N2CCc3ccccc32)cc1 (centres undefined)
  -3% | 2% | -25%
c1ccc(NC(c2ccccc2)c2ccncc2)cc1 (centres undefined)
  -5% | x | -34%
CCCc1[nH]n(-c2nc3ccccc3s2)c(=O)c1C=NCC(C)C
  1% | 4% | 23µM*
CN1CCCN(S(=O)(=O)c2ccc(O)c(C(=O)O)c2)CC1
  -1% | x | 1%
Cc1c(NC(=O)c2ccc(NS(=O)(=O)c3ccc(F)c(F)c3)cc2)c(=O)n(-c2ccccc2)n1C
  -1% | 0% | -4%
COc1cc2c(cc1Cl)/C(=C\CCN(C)C)c1ccccc1S2
  -4% | 6% | u

Grouped by structure, those above with a cyano group.
Value order – GCN5L2 inh | TDP1 inh | TDP1 cell noCPT
N#Cc1c(-c2ccncc2)cc(-c2ccc(F)cc2)nc1N
  -7% | x | -16%
CC1(C(=O)NC(=S)N(CCC#N)c2ccccc2)CC1(Cl)Cl (centres undefined)
  -4% | -1% | u
COc1cccc(CCNC(=O)c2ccc(C#N)cc2)c1
  -21% | x | -4%

The list is partial. The share of hits here may be higher or lower than overall.
